# Compound activity from PubChem.
# PPARg SRC-3 ag: promotes SRC-3 coactivator recruitment by human PPARgamma; P37231; 0.26% of 200,000 active; activation, % at 8 µM; biochemical PPARgamma/SRC-3 coactivator recruitment assay; in the data active means activation above about 23%;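 further: 0% = DMSO and 100% = reference agonist; some compounds past the cut are filed as inactive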
# Target sequence (P37231 whole entry, looked up): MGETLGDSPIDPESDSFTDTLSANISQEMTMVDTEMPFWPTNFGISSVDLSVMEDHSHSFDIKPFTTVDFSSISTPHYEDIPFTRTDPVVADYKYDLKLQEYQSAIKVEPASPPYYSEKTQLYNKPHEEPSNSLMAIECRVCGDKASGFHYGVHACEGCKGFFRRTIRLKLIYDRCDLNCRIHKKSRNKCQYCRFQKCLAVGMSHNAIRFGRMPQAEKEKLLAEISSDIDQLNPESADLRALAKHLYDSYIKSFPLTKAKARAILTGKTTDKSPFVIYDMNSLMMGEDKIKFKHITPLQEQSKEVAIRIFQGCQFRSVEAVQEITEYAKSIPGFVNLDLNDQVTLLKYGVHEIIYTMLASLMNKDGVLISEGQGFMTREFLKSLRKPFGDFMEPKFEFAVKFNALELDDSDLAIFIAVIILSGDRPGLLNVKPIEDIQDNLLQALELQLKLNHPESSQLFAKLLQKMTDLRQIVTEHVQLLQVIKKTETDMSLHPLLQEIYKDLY
# bIAP inh: blocks bovine intestinal alkaline phosphatase activity | purified bovine IAP, CDP-star luminescence, 30 min | inhibition, % at 20 µM | 190,000 tested, under 10 active | AID 1019;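 active means over 50% inhibition of intestinal alkaline phosphatase at 20 µM in the single-dose screen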
#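 test system = bovine IAP enzyme | medium = DEA buffer 100 mM, pH 9.8, with MgCl2 1.0 mM, ZnCl2 0.02 mM | detection = luminescence | dosing = single compound dose of 20 µM, 2% DMSO final | incubation = 30 min reaction at room temperature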
# S1P3 antagonist: antagonists of human S1P3 receptor | CHO S1P3 NFAT-BLA reporter, FRET fluorescence, antagonist mode | inhibition, % at 4.98 µM | 0.27% of 170,000 active | AID 485;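 active means inhibition above the plate cutoff, the mean inhibition of test wells on that plate plus 3 SD, cut at about 28% in these data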;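 further: cells challenged with S1P at its EC80 of 0.8 µM; blue over green emission ratio from cleaved BLA substrate after 4 h stimulation; 0% = S1P-stimulated wells and 100% = unstimulated DMSO-only wells; some compounds past the cut are filed as inactive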
# Lmaj promast: inhibitors of Leishmania major promastigote growth | Leishmania major promastigotes, resazurin fluorescence viability | AID 1063 | inhibition, % at 10 µM | 9% of 200,000 active; in the data active means inhibition above about 50%;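 further: promastigotes grown with compound for 44 hours at 28 °C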
# ROMK mod: modulates human ROMK potassium channel activity; 2% of 130,000 active; Tet-inducible ROMK, thallium flux fluorescence; actives lie on both sides; P48048; B-score at 10 µM;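 active means signal ratio slope over the read window, or its plate-corrected B-score, at least 3 SD from the plate mean, either direction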;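 further: B-score of the F/F0 ratio slope over 7 to 12 s after thallium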
# Target sequence (P48048 whole entry, looked up): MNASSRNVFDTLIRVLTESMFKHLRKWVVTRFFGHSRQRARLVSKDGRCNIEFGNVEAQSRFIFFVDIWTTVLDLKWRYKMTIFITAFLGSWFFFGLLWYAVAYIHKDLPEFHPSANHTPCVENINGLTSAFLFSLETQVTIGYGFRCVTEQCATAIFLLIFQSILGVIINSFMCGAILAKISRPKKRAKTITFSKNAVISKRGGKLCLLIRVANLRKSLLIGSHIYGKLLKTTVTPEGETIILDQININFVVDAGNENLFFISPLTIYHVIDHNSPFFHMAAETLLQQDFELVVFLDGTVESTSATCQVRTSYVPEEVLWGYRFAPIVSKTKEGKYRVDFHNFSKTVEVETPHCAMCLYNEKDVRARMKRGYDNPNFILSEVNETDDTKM
# PPARg SRC-1 ag: PPARgamma-driven SRC-1 recruitment agonism; P37231; PPARgamma-SRC-1 coactivator recruitment biochemical assay; activation, % at 8 µM; 0.41% of 200,000 active; AID 631; in the data active means activation above about 19%;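 further: 0% = DMSO and 100% = reference agonist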
# DTT redox prof: compounds producing H2O2 with reducing agent – biochemical, NIH compound library profiling, artefact control for MLSCN library redox annotation, primary screen | DTT-dependent redox cycling H2O2, phenol red/HRP absorbance; 100% = 100 µM peroxide control, 0% = buffer | activation, % at 10 µM | 0.03% of 200,000 active;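 active means activation of at least 50% relative to the plate's high and low controls in the primary single-dose screen; inactive means activation below 50%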;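 further: compound incubated with DTT at 0.8 mM final as the reducing agent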
# SRC2 TRFRET art: counter-screen for PPARgamma SRC-2 recruitment agonists: TR-FRET artefact. TR-FRET ratio at 8 µM. stronger effect = higher value. AID 1049. 0.4% of 200,000 active; in the data active means TR-FRET ratio above about 2000; further: inactives centre near 1500
# PPARg SRC-2 ag: agonists of SRC-2 recruitment by human PPARgamma. P37231. activation, % at 8 µM. 0.34% of 200,000 active. PPARgamma LBD-SRC-2 recruitment, biochemical; in the data active means activation above about 22%;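 further: 0% = vehicle and 100% = reference agonist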
# bIAP activator: intestinal alkaline phosphatase (bovine) activation | purified bovine IAP, CDP-star luminescence, 30 min; stronger effect = higher value; fold of DMSO-control signal, blank-subtracted | activation factor at 20 µM | 0.17% of 200,000 active | AID 1016;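 active means activation factor of 2 or more at 20 µM, a signal rise over negative controls twice the positive control's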
# TLR4 MyD88 comp: TLR4-MyD88 interaction inhibition in cells; 0.18% of 200,000 active; O00206+Q99836; inhibition, % at 8.4 µM; HeLa CL3-4 TLR4/MyD88 BLA complementation, FRET ratio; in the data active means inhibition above about 25%;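 further: 0% = vehicle and 100% = reference inhibitor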
# An asterisk follows results filed as active; . = not tested or not shown. No enrichment for hits; any-hit rate near 11%.
SMILES,PPARg SRC-3 ag,bIAP inh,S1P3 antagonist,Lmaj promast,ROMK mod,PPARg SRC-1 ag,DTT redox prof,SRC2 TRFRET art,PPARg SRC-2 ag,bIAP activator,TLR4 MyD88 comp
CN(C)c1ccc(NC(=O)c2cnsn2)cc1,1,0,8,4,1.4,13,-1.4,1617,14,1,-1
Cc1ccc(C)n1-c1ccc(C(=O)NCc2cccnc2)cc1,5,-8,-8,5,0.083,3,-0.4,1695,9,1.1,-5
COC(=O)c1ccc(C(=O)OC)c(NC(=O)CN(c2ccccc2)S(=O)(=O)N(C)C)c1,-1,6,3,8,-0.048,-8,-0.6,1718,3,0.9,-3
O=C(O)c1cccc(NC(=O)c2ccc3c(c2)C(=O)N(Cc2ccco2)C3=O)c1,-1,3,-9,-8,.,5,-0.3,1585,3,1,10
CC1CCN(C(=O)c2ccc(N(C)S(C)(=O)=O)cc2)CC1,-7,1,10,-15,.,-6,-3.7,1549,-2,1,0
COc1ccc(S(=O)(=O)n2nc(OC(=O)c3ccco3)cc2N)cc1,-7,4,-37,6,0.015,2,1.7,1284,-4,1,0
COc1ccccc1/C=N/NC(=O)c1ccc(NC(=O)c2cccc([N+](=O)[O-])c2)cc1,-3,-16,-2,-6,1.1,-2,-0.5,1422,3,1.2,18
CCOC(=O)CSc1nnc(-c2ccoc2C)n1-c1ccc(OCC)cc1,2,-5,-16,-4,.,6,-0.9,1685,3,1,-15
CCN(CC)c1ccc(NC(=O)c2ccccc2)cc1S(=O)(=O)Nc1ccccc1OC,3,1,16,100*,.,6,0.1,1639,-5,1,2
CCOC(=O)c1c(C)n(C)c2ccc(O)c(CN(C)C)c12,0,6,14,4,.,8,2.9,1467,6,0.9,3
CCCn1nc(NC(=O)c2ccco2)c2cc3ccccc3nc21,6,-14,11,19,1.5,5,-1.0,1682,13,1.1,2
O=C(NCCCc1ccccc1)C1CC(=O)N(c2ccc3c(c2)OCCO3)C1 (stereo not drawn),-2,9,-14,-1,.,-3,0.4,1522,2,0.9,-1
CCC(C)NC(=O)CS(=O)Cc1nc(-c2cccc(C)c2)oc1C (stereo not drawn),-2,4,-6,-6,.,-4,3.5,1504,-3,1,-5
CCN(c1ccccc1)c1cc(C)nc2nc(C)nn12,5,8,-22,-4,.,1,0.1,1511,-6,0.9,5
COc1c(S(=O)(=O)Nc2cccnc2)ccc(Cl)c1Cl,6,-7,-8,-4,0.88,5,-0.9,1504,5,1.1,-10
COc1ccccc1-n1c(C)cc(SC)c(C(C)=O)c1=S,2,21,.,11,0.21,-4,-1.6,1462,-10,0.8,-6
CCc1nc(SCC(=O)OC(C)C)c2ccccc2n1,2,-2,-13,9,-0.5,11,-0.7,1545,2,1,3
N#Cc1cc(Oc2ccccc2)c(-n2nnc3ccccc32)cc1C#N,7,13,.,-3,0.64,-8,1.0,1406,1,0.9,9
Cc1cc(C(=O)Nc2ncc(C)s2)c2ccccc2n1,3,-15,12,-2,0.098,-2,-0.7,1508,0,1.2,-5
CCCCCc1ccc(OCCCC[n+]2cccc(C)c2)c(CCCCC)c1,1,20,-9,101*,-2,-3,-0.1,1357,-9,0.8,-9
O=C(CSc1nc2cccnc2n1Cc1ccccc1)N1CCc2ccccc21,-2,.,.,-1,0.63,-8,-0.6,1641,5,.,1
COc1cccc(NC(=O)c2cnsn2)c1,8,5,.,0,2,3,-0.1,1528,-1,1,-9
Cc1cc(C)c(NC(=S)N2CCC(N(C)CC3CCCO3)CC2)c(C)c1 (stereo not drawn),2,36,.,27,0.016,-6,0.2,1539,5,0.6,4
O=C(Nc1cccc(C(F)(F)F)c1)c1cccnc1N1CCN(c2ccccc2)CC1,4,9,.,16,.,3,-2.6,1590,9,0.9,7
Cc1ccccc1CN1C(=O)C2(OCCCO2)c2ccccc21,1,11,.,16,.,5,0.9,1576,2,0.9,2
N#Cc1c(N)sc2c1CCCCCC2,-1,35,-30,-7,.,4,-2.7,1556,-1,0.6,8
CCOc1ccc(CC(=O)NCc2ccc3c(c2)cc(C)n3C)cc1,-3,5,-13,1,0.86,-6,-0.2,1390,-6,1,9
C=C(C)COc1ccc(-c2nc(N)ncc2Oc2ccccc2OC)c(O)c1,-1,25,7,14,-0.27,0,1.6,1620,-7,0.7,-3
O=C(NCCCN1CCCC1=O)c1cccc(Oc2ccccc2)c1,6,-3,-3,-7,0.42,5,0.3,1696,5,1,-15
Cc1cc(S(=O)(=O)n2ccnc2)c(Cl)cc1Cl,4,5,0,-3,0.26,5,-0.4,1545,0,1,-15
CCOC(=O)COc1cccc2c(=O)n(CC(=O)NCCc3ccc(OC)c(OC)c3)ccc12,-2,46,-6,-5,0.69,-4,0.1,1562,7,0.5,-5
CCn1c(=O)c(C(=O)CN2CCN(S(=O)(=O)c3ccc(C)cc3C)CC2)c(N)n(Cc2ccccc2)c1=O,3,-9,-3,58*,-1.6,3,-0.9,1681,18,1.1,-5
COCc1n[nH]c(=S)n1-c1ccccc1,-9,8,.,4,-0.037,-10,0.1,1228,2,0.9,6
COc1cccc(CN2CCN(Cc3ccc4c(NC(C)=O)cccc4n3)CC2CCO)c1 (stereo not drawn),6,-5,-8,-6,0.027,2,11,1472,1,1,-15
CC12CCC(C(=O)Nc3cc(Cl)ccc3Cl)(C(Br)C1=O)C2(C)C (stereo not drawn),-1,-8,1,9,-1.2,1,0.0,1489,-2,1.1,-3
C=CCn1c(SCC(=O)c2[nH]c(C)c(C(=O)OCC)c2C)nc2scc(-c3ccc(OC)c(OC)c3)c2c1=O,-2,7,1,-2,-0.055,2,-0.6,1570,6,0.9,2
COc1cc(/C=N/NC(=O)c2cccnc2)ccc1OCC(=O)Nc1ccccc1Cl,-3,-6,11,-5,0.36,3,-1.7,1404,11,1.1,-6
COc1cc(OC)c(C(=O)OC(C)C(=O)Nc2cccc(C(F)(F)F)c2)cc1OC (stereo not drawn),4,23,-2,47,-1.7,0,0.6,1527,-4,0.8,2
O=C(Nc1ccccn1)C1(c2ccccc2)CCCC1,6,10,13,2,0.57,1,-2.3,1591,6,0.9,-10
COC(=O)/C(=C/Nc1cccc2ccccc12)[N+](=O)[O-],7,18,.,2,0.51,-8,-0.1,1276,6,0.8,-3

# Exported with tabs: 3 of the compounds above
Compound	PPARg SRC-3 ag	bIAP inh	S1P3 antagonist	Lmaj promast	ROMK mod	PPARg SRC-1 ag	DTT redox prof	SRC2 TRFRET art	PPARg SRC-2 ag	bIAP activator	TLR4 MyD88 comp
C=CCn1c(SCC(=O)c2[nH]c(C)c(C(=O)OCC)c2C)nc2scc(-c3ccc(OC)c(OC)c3)c2c1=O	-2	7	1	-2	-0.055	2	-0.6	1570	6	0.9	2
COc1cc(/C=N/NC(=O)c2cccnc2)ccc1OCC(=O)Nc1ccccc1Cl	-3	-6	11	-5	0.36	3	-1.7	1404	11	1.1	-6
COc1cc(OC)c(C(=O)OC(C)C(=O)Nc2cccc(C(F)(F)F)c2)cc1OC (stereo not drawn)	4	23	-2	47	-1.7	0	0.6	1527	-4	0.8	2

# Reformatted field by field: part of the list above
CC1CCN(C(=O)c2ccc(N(C)S(C)(=O)=O)cc2)CC1
  PPARg SRC-3 ag: -7 | bIAP inh: 1 | S1P3 antagonist: 10 | Lmaj promast: -15 | ROMK mod: . | PPARg SRC-1 ag: -6 | DTT redox prof: -3.7 | SRC2 TRFRET art: 1549 | PPARg SRC-2 ag: -2 | bIAP activator: 1 | TLR4 MyD88 comp: 0

CCOc1ccc(CC(=O)NCc2ccc3c(c2)cc(C)n3C)cc1
  PPARg SRC-3 ag: -3 | bIAP inh: 5 | S1P3 antagonist: -13 | Lmaj promast: 1 | ROMK mod: 0.86 | PPARg SRC-1 ag: -6 | DTT redox prof: -0.2 | SRC2 TRFRET art: 1390 | PPARg SRC-2 ag: -6 | bIAP activator: 1 | TLR4 MyD88 comp: 9

Cc1ccccc1CN1C(=O)C2(OCCCO2)c2ccccc21
  PPARg SRC-3 ag: 1 | bIAP inh: 11 | S1P3 antagonist: . | Lmaj promast: 16 | ROMK mod: . | PPARg SRC-1 ag: 5 | DTT redox prof: 0.9 | SRC2 TRFRET art: 1576 | PPARg SRC-2 ag: 2 | bIAP activator: 0.9 | TLR4 MyD88 comp: 2

COCc1n[nH]c(=S)n1-c1ccccc1
  PPARg SRC-3 ag: -9 | bIAP inh: 8 | S1P3 antagonist: . | Lmaj promast: 4 | ROMK mod: -0.037 | PPARg SRC-1 ag: -10 | DTT redox prof: 0.1 | SRC2 TRFRET art: 1228 | PPARg SRC-2 ag: 2 | bIAP activator: 0.9 | TLR4 MyD88 comp: 6

# Continued.
SMILES,PPARg SRC-3 ag,bIAP inh,S1P3 antagonist,Lmaj promast,ROMK mod,PPARg SRC-1 ag,DTT redox prof,SRC2 TRFRET art,PPARg SRC-2 ag,bIAP activator,TLR4 MyD88 comp
CCOC12NC(=O)CC(=O)N1C(c1ccccc1)=CS2 (stereo not drawn),18,-4,14,-5,.,10,-2.6,1653,7,1,-7
Cc1ccc(S(=O)(=O)N2CCN(Cc3ccsc3)CC2)cc1,7,-11,6,0,0.0045,2,-0.2,1547,-1,1.1,-13
COc1cc(OC)nc(NC(C)=O)n1,0,4,.,-4,.,1,1.9,1441,-3,1,0
CC1=C(C)CC(C(=O)NNC(=O)c2ccccc2)C(C(=O)O)C1 (stereo not drawn),6,1,.,-3,.,-2,0.4,1578,-3,1,4
Cc1ccc(C)c(NC(=S)N/N=C/C(C)c2ccccc2)c1 (stereo not drawn),-2,8,10,29,.,2,-0.5,1500,-2,0.9,6
CCOC(=O)C1CCCN(C(=O)/C=C/c2cc(OC)c(OC)c(OC)c2)C1 (stereo not drawn),-4,-14,-6,-5,-0.025,-4,-0.6,1398,-4,1.1,-6
O=C(c1ccc(-c2ccc([N+](=O)[O-])cc2)o1)N1CCCCC1,4,-5,1,100*,-1.3,-4,-0.5,1584,-1,1,-5
Cc1ccc(SCc2nc3ccccc3n2CC(=O)Nc2ccccc2)cc1,10,0,.,28,.,4,0.6,1617,7,1,0
Cc1cc(O)ccc1N/C=C1\CCCC1=O,3,6,-15,-1,0.19,3,-0.7,1580,7,0.9,-8
Cc1cccc2cc3c(N)c(C(=O)N4CCOCC4)sc3nc12,13,6,-4,-7,-0.86,10,2.2,1577,8,0.9,8
